# High-throughput results: PubChem, NCI
# Growth percent in the NCI-60 one-dose screen (48 h, 10 µM unless noted): 100 = growth as untreated, 0 = no growth, -100 = all killed.
# RPMI-8226 – RPMI-8226 leukemia cells; AID 1794781; hit rate 7.5% among 77,000
# SR – SR leukemia cells. hit rate 8.7% among 73,000
# MOLT-4 – MOLT-4 leukemia cells. hit rate 6.9% among 80,000. AID 1794779
# HOP-92 – HOP-92 NSCLC cells; AID 1794738; hit rate 6.3% among 71,000
# MDA-MB-435 – MDA-MB-435 melanoma; hit rate 7.8% among 82,000; AID 1794794
# CCRF-CEM – CCRF-CEM leukemia; hit rate 7% among 77,000
# HOP-62 – HOP-62 NSCLC | hit rate 3.9% among 80,000 | AID 1794735
# K-562 – K-562 leukemia | hit rate 7.4% among 78,000 | AID 1794777
# Starred values were filed as active, the others as inactive; x = no result given; & = joins results of further samples; [ ] = another dose, or the depositor's remark. Rule for the calls: active = growth percent below 10; inactive = the rest. Rows were taken by chance; any-hit rate near 14%.
SMILES,RPMI-8226,SR,MOLT-4,HOP-92,MDA-MB-435,CCRF-CEM,HOP-62,K-562
COc1ccc(CCNC(=O)C(=O)[C@H](Cc2ccccc2)NC(=O)c2oc3cc(OC)c(O)cc3c(=O)c2C)cc1,101,77,80,81,101,96,93,87
COc1ccc2c(C3(c4cn(C)c5cc(OC)ccc45)C(=O)Nc4ccc(Br)cc43)cn(C)c2c1,37,70,30,31,93,23,98,29
CCCN(CCC)c1ccc(/C=C/c2ccnc3ccccc23)cc1,36,60,72,x,89,72,103,66
Cc1ccc(C(=O)Nc2nc3cc(C(=O)N4CCN(C(c5ccccc5)c5ccccc5)CC4)ccc3o2)cc1,28[6.75 µM],x,x,50[6.75 µM],59[6.75 µM],25[6.75 µM],31[6.75 µM],17[6.75 µM]
CCOC(=O)c1cn2c3c(c(C)cc(C)c3c1=O)C(=O)/C(=C/c1ccc(F)cc1)C2,92,x,76,82,105,89,77,77
COc1cc2c(c(OC)c1OC)C(=O)CC(c1cccc(NC(=O)c3ccccc3)c1)O2 (stereo not given),68,62,65,69,90,82,95,76
CN(C)S(=O)(=O)c1ccc([N+](=O)[O-])cc1[N+](=O)[O-],105,112,94,105,105,108,99,93
COC(=O)COc1ccc([N+](=O)[O-])cc1Cl,100,81,91,105,98,93,92,95
COc1ccc2[nH]cc(-c3nc(N)nnc3-c3cncc(Br)c3)c2c1,81,84,98,83,70,109,105,68
COc1ccc(C)cc1NC(=O)SC(C)C,99[100 µM],95[100 µM],106[100 µM],103[100 µM],101[100 µM],106[100 µM],97[100 µM],93[100 µM]
Nc1nc(-c2ccccc2)ns1,97&112,115,98,90&85,113&105,98&103,90,93&89
CN(C)C(=S)SC1(CN2CCOCC2)COc2c(Cl)cc(Cl)cc2C1=O (stereo not given),26,x,23,102,76,43,103,45
CC(=O)Nc1cccc(-c2ccc3c(c2)NC(=O)/C3=C\c2ccc[nH]2)c1,16,9.7*,29,81,26,27,55,12
Nn1c(-c2ccccn2)nn2c(=O)c3cnn(-c4ccccc4)c3nc12,104,102,104,105,99,100,103,105
CN(C(=O)CCCCC(=O)N(C)c1ccccc1)c1ccccc1,92,96,96,90,124,93,88,99
COc1ccc(OC)c2c1[nH]c(=O)c1c3ncccc3cn21,30,x,18,57,29,36,32,32
O=C(Cc1n[nH]c(=O)c2ccccc12)OCc1c(Cl)cccc1Cl,64,x,33,88,85,61,69,46
c1ccc2c(c1)-c1cccc3cncc-2c13,100,107,93,x,99,93,114,96
COc1ccccc1N=Nc1c(S(=O)(=O)O)cc2cc(S(=O)(=O)O)cc(N=Cc3ccc(N(C)C)cc3)c2c1O,95,98,104,102,106,96,87,101
O=NN(CCCl)C(=O)Nc1ccc(NC(=O)N(CCCl)N=O)cc1,100,2.3*,97,85,90,102,105,93
Nc1nc(Nc2ccccc2SSc2ccccc2Nc2nc(N)nc(-c3ccc(I)cc3)n2)nc(-c2ccc(I)cc2)n1,61,14,72,107,87,50,26,69
O=c1c2cc(F)ccc2sc2c(OCCO)nc3ccccc3c12,x,92,107,85,108,93,97,103
CCOC(=O)C1C(=O)C=C(c2ccc(Cl)cc2)CC1c1sc(N(C)Cc2ccccc2)nc1Cl (stereo not given),68,88,72,37,91,80,83,74
COC(=O)c1c(-c2ccc(C(F)(F)F)cc2)nn(-c2cccc(Cl)c2)c1C(=O)OC,107,81,85,103,86,102,82,96

# Gathered by group, those above containing a carbonyl joined to an NH by a bond outside any ring
SMILES,RPMI-8226,SR,MOLT-4,HOP-92,MDA-MB-435,CCRF-CEM,HOP-62,K-562
COc1ccc(CCNC(=O)C(=O)[C@H](Cc2ccccc2)NC(=O)c2oc3cc(OC)c(O)cc3c(=O)c2C)cc1,101,77,80,81,101,96,93,87
Cc1ccc(C(=O)Nc2nc3cc(C(=O)N4CCN(C(c5ccccc5)c5ccccc5)CC4)ccc3o2)cc1,28[6.75 µM],x,x,50[6.75 µM],59[6.75 µM],25[6.75 µM],31[6.75 µM],17[6.75 µM]
COc1cc2c(c(OC)c1OC)C(=O)CC(c1cccc(NC(=O)c3ccccc3)c1)O2 (stereo not given),68,62,65,69,90,82,95,76
COc1ccc(C)cc1NC(=O)SC(C)C,99[100 µM],95[100 µM],106[100 µM],103[100 µM],101[100 µM],106[100 µM],97[100 µM],93[100 µM]
CC(=O)Nc1cccc(-c2ccc3c(c2)NC(=O)/C3=C\c2ccc[nH]2)c1,16,9.7*,29,81,26,27,55,12
O=NN(CCCl)C(=O)Nc1ccc(NC(=O)N(CCCl)N=O)cc1,100,2.3*,97,85,90,102,105,93

# (continued)
SMILES,RPMI-8226,SR,MOLT-4,HOP-92,MDA-MB-435,CCRF-CEM,HOP-62,K-562
CCSc1nc(C)cc(Nc2ccc(Cl)cc2)n1,82,89,86,110,100,85,98,82
COc1ccc(OC)c(/C=C/c2nc(SCc3ccccc3)n(-c3ccccc3)n2)c1,95,105,99,x,109,94,108,99
O=C1NC(=S)NC1Cc1ccc(O)cc1 (stereo not given),97,98,105,107,x,98,x,98
Nc1c(N)c(Cl)c(Cl)c(Cl)c1Cl,61,74,30,76,103,38,96,82
Fc1cc2c(cc1Cl)N(c1ncnc3ccc(-c4ccc5n[nH]nc5c4)cc13)CC2,92,67,91,31,92,93,72,88
N#C/C(=C\NCc1ccc(Cl)cc1Cl)S(=O)(=O)c1ccccc1,96,x,90,112,106,73,105,109
C/C(CN1CCCCC1)=N\O,106,134,127,89,106,96,87,169
O=[N+]([O-])c1ccc(N=Nc2ccc(O)cc2O)cc1,43,17,37,-18*,10,33,94,21
O=C1Nc2ccccc2/C1=C\c1ccc(OCc2ccccc2)cc1,99,85,97,107,102,99,104,88
CC(C)CC(=O)OC1CCC(C2CCCCC2)CC1 (stereo not given),102,98,98,85,105,92,94,97
CN1CCN(C(=O)[C@@]2(C)CC[C@]3(C)CC[C@]4(C)C(=CC[C@@H]5[C@@]6(C)CCC(=O)C(C)(C)[C@@H]6CC[C@]54C)[C@@H]3C2)CC1,42,29,66,32,82,77,84,49
C/C(O)=C(/C=N/C(=S)Nc1ccc(S(N)(=O)=O)cc1)C(=O)Nc1ccccc1C,113,x,97,89,109,105,96,103
CC(C)(O)c1cncc(-c2ccc3ncnc(N4CCc5cc(F)c(Cl)cc54)c3c2)c1,6.0*,18,0.6*,-6.7*,17,22,30,34
O=C(Nc1ccc(S(=O)(=O)Nc2ncccn2)cc1)c1ccc(C(=O)Nc2ccc(S(=O)(=O)Nc3ncccn3)cc2)cc1,94,96,97,97,103,x,102,95
COC(=O)c1c2c(c(C)[n+]([O-])c1C)C(=O)C(NCc1ccc(Cl)cc1)=CC2=O,70,49,73,107,9.8*,58,78,29
CCC(=O)OC1C(OC2C(C)C(OC3CC(C)(OC)C(O)C(C)O3)C(C)C(=O)OC(CC)C(C)(O)C(O)C(C)C(=O)C(C)CC2(C)O)OC(C)CC1N(C)C (stereo not given),89,91,91,76,107,91,94,105
Nc1nc(SC/C=C/CCl)c2ncn(C/C=C/CCl)c2n1,84,81,47&72,121,101&108,40&91,91&112,58&88
Cc1cccc2cc3c(nc12)Nn1c(nnc1-c1ccc[nH]c1=S)SC3,97,111,102,107,106,101,98,103
CC[Si](CC)(CC)O[Si](CC)(CC)CC,95,111,111,x,102,31,158,123
Cc1ccnc2c(OCc3ccccc3)cccc12,99,101,98,53,90,108,106,99
CC(=O)O[C@H]1CC[C@]2(C)C3=C(C(=O)C[C@H]2C1(C)C)[C@]1(C)CC[C@H]([C@H](C)CCC(=O)O)[C@@]1(C)CC3=O,101,83,98,107,99,99,95,87
O=C(Nc1ccc(C2=NCCN2)cc1)c1ccc(Br)c(C(=O)Nc2ccc(C3=NCCN3)cc2)c1,94,111,113,27,108,96,102,101
CCOC(=O)c1cnn2c1N(C)C(c1ccccc1)C2 (stereo not given),95,86,88,107,89,94,106,79
COc1cc(NS(=O)(=O)c2ccc(N)cc2)ncn1,109,97,100,105,100,105,108,93
O=c1[nH]c(-c2cn(-c3ccc(Cl)cc3)nn2)nc2ccccc12,84,80,94,63,77,99,52,97
O=c1[nH]c2ccccc2cc1-c1nnc(Cn2c(COc3ccccc3)nc3ccccc32)o1,47,43,39,48,71,62,75,57
O=S(=O)(/N=c1\c2ccccc2cnn1C1=NCCN1S(=O)(=O)c1ccc(Br)cc1)c1ccc(Br)cc1,106,111,104,98,x,107,101,104
Cc1cccc(-c2nnc(-c3ccc4ccccc4c3)o2)c1,99,102,101,71,103,73,x,105
O=C1C(Cl)C(c2ccccc2[N+](=O)[O-])N1n1cnnc1 (stereo not given),100,x,97,96,102,92,70,107
Nc1ccc(N=Nc2ccccc2)c(N)n1,104&97&95,96&83&93,89&90&92,89&91&83,109&108&116,92&91&90,105&90&110,97&101&103
CCCCCCCCCCCC(c1ccccc1)N(C)C (stereo not given),84,77,82,74,102,69,119,79
CC(=O)CC(=O)OC/C=C(/C)CCC=C(C)C,112,92,95,x,114,116,107,108
Cc1nn(-c2ccc(F)cc2)c2ncnc(Oc3ccc(NC(=O)Nc4ccc(Cl)c(C(F)(F)F)c4)cc3)c12,99,110,104,104,104,102,105,105
CC1CN=C(NS(=O)(=O)c2ccccc2)N1 (stereo not given),100,101,110,x,112,99,109,111
COC(=O)C(N=Nc1ccccc1)C(C)=O (stereo not given),104,96,103,x,100,88,105,90
Nc1cc2c(cc1N)-c1cc(N)c(N)cc1C2,96,x,92,87,108,88,96,107
CCCCn1c(C)nc2cc(Nc3nc(N4CCCC4)nc4nc[nH]c34)ccc21,79,72,88,23,98,92,78,97
O=C(O)CCC(=O)Nc1ccccc1,105,96,97,100,110,107,104,106
COc1ccc(-c2cc(-c3cccnc3)nc(SCC(=O)c3ccccc3)c2C#N)cc1OC,73,74,66,50,109,81,94,72
NC1=C(O)C(=O)C(c2cccnc2)O1 (stereo not given),115,x,112,105,103,102,104,101
O=C(Nc1ccc(Cl)cc1)c1cccnc1,106,92,96,x,100,x,108,103
CNC(=O)c1cc(Oc2ccc3c(c2)sc2nc(-c4ccc(NC(=O)[C@@H](NC(=O)OC)C(C)C)cc4)cn23)ccn1,30,66,24,62,38,24,82,47
COc1ccc2c(c1)cn1c3ccc(OC)cc3[nH]c(=O)c21,-38*,x,-42*,28,-80*,-65*,5.9*,-28*
CC1(C)OCC(C2OC3OC(C)(C)OC3C2O)O1 (stereo not given),98,x,108,105,100,94,93,105
O=CNC1(c2ccccc2)CCCCC1,110,100,93,130,x,104,96,124
Cc1cc(O)c(C(C)C)cc1N=Cc1ccc(C(C)C)cc1,100,99,96,102,119,40,96,115
O=C(c1c2c(nn1-c1ccc(F)cc1)CCC(NCc1ccc(F)cc1)C2)N1CCCCC1 (stereo not given),107,107,97,111,106,115,121,100
N=C(N)c1ccc(-c2ccc(-c3ccco3)o2)cc1F,-23*,-9.3*,0.3*,-20*,-59*,x,32,1.5*
O=C(COC(=O)C1=NN(c2ccccc2)C(=O)CC1)Nc1ccc2c(c1)OCCO2,66,46,59,95,103,64,98,84
C=CCOC(=O)C1=C(C)NC2=C(C(=O)CC(C)(C)C2)C1c1ccc(OCc2ccccc2)c(OC)c1 (stereo not given),x,69,58,x,99,63,97,72
CN1CC(c2ccc(Br)cc2)C(C(=O)c2cccc(O)c2)C12C(=O)c1ccccc1C2=O (stereo not given),104,105,104,106,108,107,94,100

# Part of the list above in a different format:
# Below each SMILES – RPMI-8226	SR	MOLT-4	HOP-92	MDA-MB-435	CCRF-CEM	HOP-62	K-562
COc1ccc2c(c1)cn1c3ccc(OC)cc3[nH]c(=O)c21
  -38*	x	-42*	28	-80*	-65*	5.9*	-28*
CN1CC(c2ccc(Br)cc2)C(C(=O)c2cccc(O)c2)C12C(=O)c1ccccc1C2=O (stereo not given)
  104	105	104	106	108	107	94	100
CC1(C)OCC(C2OC3OC(C)(C)OC3C2O)O1 (stereo not given)
  98	x	108	105	100	94	93	105
O=C(c1c2c(nn1-c1ccc(F)cc1)CCC(NCc1ccc(F)cc1)C2)N1CCCCC1 (stereo not given)
  107	107	97	111	106	115	121	100
NC1=C(O)C(=O)C(c2cccnc2)O1 (stereo not given)
  115	x	112	105	103	102	104	101
